ERK EGF inh – EGF-driven ERK pathway inhibition; AID 1454; hit rate 0.41% among 130,000; Potency, µM (titrated, usually from 11.5 µM), without a hit: at the top dose activity change, negative = inhibition, hits mostly inhibitors; HEK293-V1b, EGF-stimulated phospho-ERK AlphaScreen; active means well fitted inhibition curve with a large enough effect; inconclusive means small, poorly fitted or top-dose-only effect, or effect the other way;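 further: plate controls were stimulated vehicle wells for no effect and unstimulated vehicle basal for full effect; nearly all actives have a fitted effect of over 55% in size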
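Cell line HEK293 (stable V1b), low serum overnight. Pretreatment: compound 30 min, 37C. EGF 25 nM, 5 min. Detection: SureFire AlphaScreen, 5 h RT. AC50 via standard Hill equation.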
The depositor's hits bear a star; [ ] = dose if it differs, or a comment. Potency means the concentration at half of the fitted maximal effect. This is a subset. The share of hits here may be higher or lower than overall.

Screening O=C(NCc1ccco1)C(=O)NCC1OCCN1S(=O)(=O)c1cc(F)ccc1F (stereo not drawn) returned ERK EGF inh -5%[57.5 µM].
`O=C(Nc1cccc(NC(=O)C2CCCO2)c1)c1ccco1` (stereo not drawn) gave ERK EGF inh -4%.
Screening CCOc1ccc(N2C(=O)CC(Sc3nnnn3-c3ccccc3)C2=O)cc1 (stereo not drawn) returned ERK EGF inh -4%.
For CCO/N=C(/C)c1c(O)cc(C(C)(C)C)n(-c2ccccc2)c1=O the results were ERK EGF inh 12%.
`c1coc(CSc2ncnc3c2oc2ccccc23)c1` gave ERK EGF inh -3%[57.5 µM].
COc1ccc(OCC(=O)N/N=C/c2ccc(OC)c(OC)c2C(=O)O)cc1 was read as ERK EGF inh 0%.
`Cc1ccccc1N=C1NN=C(c2ccccc2F)CS1` gave ERK EGF inh 8%.
For O=C(c1cc2c(ccc3ccccc32)oc1=O)N1CCN(CCO)CC1 the results were ERK EGF inh 6%.
Screening CCN(CC)S(=O)(=O)c1ccc(N=NC2=C(O)CC(C)(C)CC2=O)cc1 returned ERK EGF inh 4%.
CCCCNC(=O)c1ccc(CNS(=O)(=O)c2ccc(Br)cc2)cc1 was read as ERK EGF inh -2%.
Screening CC(=O)c1c(COC(=O)c2ccc(C)cc2)nc2ccccc2[n+]1[O-] returned ERK EGF inh -8%[57.5 µM].
CCOC(=O)c1sc(=NC(=O)c2cccc(C)c2)n(C)c1C was read as ERK EGF inh 1%.
`O=C(Cc1ccccc1)NN1C(=O)C2C(C1=O)C1C=CC2C12CC2` (stereo not drawn) gave ERK EGF inh 9%.
Screening COC(=O)c1cc(C#N)c(N2CCN(C)CC2)nc1C returned ERK EGF inh -2%.
For CC(C)(C)NC(=O)CN1CCC(O)(c2ccc3c(c2)OCO3)CC1 the results were ERK EGF inh -10%.
Screening CCCCC(=O)NC1(C(F)(F)F)NC(=O)N(Cc2ccccc2)C1=O (stereo not drawn) returned ERK EGF inh -1%.
`COC(=O)CC1C(=O)NCCN1C(=O)CSc1nnnn1-c1ccc(Cl)cc1` (stereo not drawn) gave ERK EGF inh -2%.
`CCn1c(C)nc2cc(C(=O)NNS(=O)(=O)c3c(F)cc(F)c(Cl)c3F)ccc21` gave ERK EGF inh -12%.
CC1Cc2ccccc2N1S(=O)(=O)c1ccc(Cl)nc1 (stereo not drawn) was read as ERK EGF inh 0%[57.5 µM].
For O=C(Nc1ncc([N+](=O)[O-])s1)c1cccc([N+](=O)[O-])c1 the results were ERK EGF inh -11%[57.5 µM].
For COc1cccc(C2C3=C(N=c4s/c(=C\c5cccc(O)c5)c(=O)n42)c2ccccc2CC3)c1OC (stereo not drawn) the results were ERK EGF inh 10%.
COc1cc(/C=N/Nc2cc(C)nc(NS(=O)(=O)c3ccc(C)cc3)n2)ccc1O was read as ERK EGF inh -2%.
Screening COc1ccc(N2CCN(C(=O)c3oc4ccccc4c3C)CC2)cc1 returned ERK EGF inh -1%.
For CCOC(=O)C1C2C=CC3(CN(CCc4ccccc4)C(=O)C13)O2 (stereo not drawn) the results were ERK EGF inh -3%.
For CC(=O)OCC[N+](C)(C)C the results were ERK EGF inh 1%.
COc1cc(C(=O)NCC(=O)N/N=C/c2ccc(OC(=O)c3ccco3)cc2)cc(OC)c1OC was read as ERK EGF inh 2%.
Screening COC(=O)c1sccc1NC(=S)Nc1ccc(C)cc1 returned ERK EGF inh 2%[57.5 µM].
Cc1noc(C)c1C(=O)N1CCC(CO)(Cc2ccccc2)CC1 was read as ERK EGF inh 7%.
`CCOc1ccc(NC(=O)Nc2cnccn2)cc1` gave ERK EGF inh -1%.
O=C(CSc1nc2ccccc2s1)NC1CCCc2ccccc21 (stereo not drawn) was read as ERK EGF inh -6%.

5 entries out of the list, ordered by molar mass, high to low.
COc1cc(/C=N/Nc2cc(C)nc(NS(=O)(=O)c3ccc(C)cc3)n2)ccc1O was read as ERK EGF inh -2%.
Screening COc1ccc(N2CCN(C(=O)c3oc4ccccc4c3C)CC2)cc1 returned ERK EGF inh -1%.
Cc1noc(C)c1C(=O)N1CCC(CO)(Cc2ccccc2)CC1 was read as ERK EGF inh 7%.
`CCOc1ccc(NC(=O)Nc2cnccn2)cc1` gave ERK EGF inh -1%.
For CC(=O)OCC[N+](C)(C)C the results were ERK EGF inh 1%.

More results follow.
For CN(C)c1ccc2c3c(ccc(N(C)C)c13)COC2 the results were ERK EGF inh -19%[57.5 µM].
Screening CSc1nc(C)c(Cc2ccccc2)c(=O)[nH]1 returned ERK EGF inh -5%.
Screening Oc1ccccc1-c1cc(C(F)(F)F)[nH]n1 returned ERK EGF inh -4%[57.5 µM].
For COc1cccc(C(C(=O)NC2CCCCC2)N(CCN2CCOCC2)C(=O)C2COc3ccccc3O2)c1 (stereo not drawn) the results were ERK EGF inh -9%.
O=C(NC(=S)Nc1cc(S(=O)(=O)N2CCOCC2)ccc1N1CCOCC1)C1CCCC1 was read as ERK EGF inh -4%.
`C=CCNC(=O)C1CCC(C(=O)NCC=C)CC1` (stereo not drawn) gave ERK EGF inh 0%.
Screening CSc1c(-c2ccccn2)c(N)nn1C(=O)C1CCC1 returned ERK EGF inh -12%[57.5 µM].
`CC(C)CNC(=O)c1ccccc1NC(=O)c1ccccc1N(C)S(C)(=O)=O` gave ERK EGF inh 0%.
Screening COc1ccccc1NC(=O)CCSc1nc(C)cc(C)n1 returned ERK EGF inh -10%.
For COc1ccc(N2CCN(C(=O)c3ccc(SC)cc3OC)CC2)cc1 the results were ERK EGF inh -6%.

3 neighbouring entries already listed, for reference:
`CC(C)CNC(=O)c1ccccc1NC(=O)c1ccccc1N(C)S(C)(=O)=O` gave ERK EGF inh 0%.
Screening COc1ccccc1NC(=O)CCSc1nc(C)cc(C)n1 returned ERK EGF inh -10%.
For COc1ccc(N2CCN(C(=O)c3ccc(SC)cc3OC)CC2)cc1 the results were ERK EGF inh -6%.

Next records:
`COc1ccc(CCNC(=O)CC2SC(=NCc3ccccc3OC)NC2=O)cc1` (stereo not drawn) gave ERK EGF inh -8%.
Screening CC(C)NC[C@@H](O)COc1cccc2[nH]ccc12 returned ERK EGF inh 7%.
For C[C@H](O)[C@@H]1C(=O)N2C(C(=O)O)=C(SCCN=CN)C[C@@H]12 the results were ERK EGF inh 11%[25.7 µM].
COc1ccccc1C(=O)NC(CCSC)C(=O)OC(C)C(N)=O (stereo not drawn) was read as ERK EGF inh -6%.
For CSc1cccc(NC(=O)CCCOc2ccc(Cl)cc2C)c1 the results were ERK EGF inh 12%.
`COc1ccc(N2C(=O)CSC23CCCCC3)cc1` gave ERK EGF inh 8%.
Cc1ccc(CSc2ccc3nnc(-c4cccnc4)n3n2)cc1 was read as ERK EGF inh -6%.
Screening O=C(Nc1ccncc1)c1ccccc1-c1ccccc1 returned ERK EGF inh 5%.
`CCOC(=O)C1CCN(c2c(NCCCN3CCCCC3)c(=O)c2=O)CC1` gave ERK EGF inh -6%[57.5 µM].
Screening CC1(C)C(=O)NC2=C1C(=O)C(=O)c1ccccc12 returned ERK EGF inh -5%.
`COc1ccc(/C=C2\SC(=O)N(CCC(=O)Nc3ccc(S(=O)(=O)Nc4nccs4)cc3)C2=O)cc1` gave ERK EGF inh -1%.
Screening C=CCNC(=O)c1onc(CSc2cccc(OC)c2)c1C(=O)NCC=C returned ERK EGF inh 3%[57.5 µM].
For C=C(C)CNC(=S)NNC(=O)c1ccc(Br)cc1 the results were ERK EGF inh 15%.
For Cc1ccc(C)c(NC(=S)N2CCCCCC2)c1 the results were ERK EGF inh 4%.
O=C1CSC(c2ccccc2[N+](=O)[O-])N1CCc1ccccc1 (stereo not drawn) was read as ERK EGF inh -7%.
O=C1/C(=C/c2cccnc2)SC(=S)N1c1ccc(O)cc1 was read as ERK EGF inh 7%[57.5 µM].
For Cc1csc(NC(=O)c2cc(=O)[nH]c3ccc(S(=O)(=O)N4CCOCC4)cc23)n1 the results were ERK EGF inh -4%.
For Nc1[nH]ncc1-c1ccccc1 the results were ERK EGF inh 7%.
`CC(C)(C)OC(=O)NCCCCCc1nnc(SCc2c(F)cccc2Cl)o1` gave ERK EGF inh 3%[57.5 µM].
Screening O=c1c2ccccc2nnn1CCN1CCOCC1 returned ERK EGF inh -10%[57.5 µM].
`COCCNC(=O)c1ccc2c(=O)n(CCCN3CCCC3=O)c(=S)[nH]c2c1` gave ERK EGF inh 7%.
For CC(C)C[C@H](NC(=O)c1[nH]cnc1C(=O)N[C@H](C)c1ccccc1)C(=O)OCc1ccccc1 the results were ERK EGF inh -13%[57.5 µM].
`CC(C)(C)n1ncc2c(=O)n(CC(=O)NCCc3ccccc3)cnc21` gave ERK EGF inh -2%.
O=C(COC(=O)CCSc1ccccc1Cl)Nc1ccc(F)cc1F was read as ERK EGF inh 10%.
Screening Cc1cc(C)c(C)c(S(=O)(=O)N2CCN(CC(=O)c3c(N)n(Cc4ccccc4)c(=O)n(C)c3=O)CC2)c1C returned ERK EGF inh 13%.
COc1cc(OC)c(C2C(C#N)=C(C)NC(C)=C2C#N)c(C(=O)O)c1 was read as ERK EGF inh 3%[57.5 µM].
Screening CC1C(=O)CCCCCCCCCC2C1(N1CCOCC1)CS2(=O)=O (stereo not drawn) returned ERK EGF inh 6%.
Screening CCOC(=O)C1(C)/C(=N/Nc2ccc(S(N)(=O)=O)cc2)C(=O)C(=O)N1c1ccccc1 (stereo not drawn) returned ERK EGF inh 1%.
C=CCOc1ccc(CNCCO)cc1OCC was read as ERK EGF inh -5%.
For O=C(COc1ccc2c(c1)CCC2)N1CCN(c2cccc(C(F)(F)F)c2)CC1 the results were ERK EGF inh 4%.

Structures listed so far that have a COOH group (3):
COc1ccc(OCC(=O)N/N=C/c2ccc(OC)c(OC)c2C(=O)O)cc1 was read as ERK EGF inh 0%.
For C[C@H](O)[C@@H]1C(=O)N2C(C(=O)O)=C(SCCN=CN)C[C@@H]12 the results were ERK EGF inh 11%[25.7 µM].
COc1cc(OC)c(C2C(C#N)=C(C)NC(C)=C2C#N)c(C(=O)O)c1 was read as ERK EGF inh 3%[57.5 µM].

Following part
Screening CCCCc1ccc(NC(=O)CC(C)(C)C)cc1 returned ERK EGF inh 5%.
`CCOC(=O)/C(=N/Nc1ccccc1)N1CCCc2ccccc21` gave ERK EGF inh 11%.
`CN(C)c1ccc(-c2ccc3ncnc(N4CCNCC4)c3c2)cc1` gave ERK EGF inh 23%.
Screening COc1cc(/C=C2\SC(=O)N(c3ccc(Cl)cc3)C2=O)cc([N+](=O)[O-])c1O returned ERK EGF inh -6%.
`CC(C)(C)n1ncc2c(=O)n(Cc3ccc(Cl)c(Cl)c3)cnc21` gave ERK EGF inh inconclusive.
`CC1(C)C(C=C(Cl)Cl)C1C(=O)N(Cc1cccc(Cl)c1)C1CCS(=O)(=O)C1` (stereo not drawn) gave ERK EGF inh 1%.
CCCCC(CCC(=O)O)(C(=O)OCC)c1csc(Nc2ccc(OCC)cc2)n1 (stereo not drawn) was read as ERK EGF inh -10%[57.5 µM].
For Cc1cccc(NC(=S)NC(C)(C)CC(C)(C)C)c1 the results were ERK EGF inh -2%.
COc1cccc(NC(=O)N2CCCC2C(=O)Nc2ccc3c(c2)OCO3)c1 (stereo not drawn) was read as ERK EGF inh 10%.
Screening Nc1c([N+](=O)[O-])c(=O)oc2ccccc12 returned ERK EGF inh -7%.
`NC(=O)NC(=O)CSc1nc(C2CCCCC2)n(-c2ccccc2)n1` gave ERK EGF inh -3%.
CCc1nnc(NC(=O)CSc2nc(-c3ccccc3)nc3ccccc23)s1 was read as ERK EGF inh 1%.
S=C(NCc1ccco1)Nc1ccc(Oc2ccccc2)cc1 was read as ERK EGF inh 3%.
Screening Nc1nc(Cl)cc(-c2ccccc2)n1 returned ERK EGF inh 6%.
For Cc1cc(C)n(-c2ccc(C(=O)Nc3cccnc3Cl)cc2)n1 the results were ERK EGF inh -1%.
Screening COc1ccc(C(=O)N2CCC3(CC2)CCN(c2ccccn2)CC3)cc1 returned ERK EGF inh 1%.
Screening CSc1nc2c(C)c(C)c(C)c(C)c2[nH]1 returned ERK EGF inh 10%[57.5 µM].
`N#Cc1ccc(-c2ccc(OCC(=O)NCCCN3CCCC3=O)cc2)cc1` gave ERK EGF inh 4%.
Screening Cn1c(=O)c2c(nc(Br)n2Cc2nnc(N)s2)n(C)c1=O returned ERK EGF inh -6%[57.5 µM].
For CCC(=O)NCc1cc(-c2nn(C)c(=O)c3ccccc23)ccc1OC the results were ERK EGF inh 6%.
For C/C(=N\NC(=O)c1c(C)nc2ccccn12)c1cccc([N+](=O)[O-])c1 the results were ERK EGF inh -2%.
`O=C(CSc1ccc2ccccc2n1)N1CCC(c2noc3ccc(F)cc23)CC1` gave ERK EGF inh -5%.
For Cn1c(-c2csc(-c3cccc(C(F)(F)F)c3)n2)n[nH]c1=S the results were ERK EGF inh 4%.
COc1ccc(C2SCC(=O)N2CCc2ccc(OC)c(OC)c2)cc1 (stereo not drawn) was read as ERK EGF inh inconclusive.
`CCn1c2ccccc2c2cc(NC(=O)c3cc(OC)cc(OC)c3)ccc21` gave ERK EGF inh 11%.
Screening Cc1c(NS(=O)(=O)c2cc(Br)cc3c2N(C(=O)C2CC2)CC3)c(=O)n(-c2ccccc2)n1C returned ERK EGF inh -7%.
For COC(=O)c1sc(C(=O)OC)c(C(=O)OC)c1C(=O)OC the results were ERK EGF inh 1%.
`COCCOc1cc(-n2cccc2)c(Cl)cc1Cl` gave ERK EGF inh -4%.
For CCOC(=O)c1sc(=S)n(C)c1NC(=O)c1ccccc1Cl the results were ERK EGF inh -6%.
For Nc1nnc(SCC(=O)OCc2ccccc2)s1 the results were ERK EGF inh 0%.
Screening O=C1CS/C(=N/N=C/c2ccncc2)N1 returned ERK EGF inh -8%[57.5 µM].
For CC(C)N1CCN(Cc2ccc(Sc3nncn3C)o2)CC1CCO (stereo not drawn) the results were ERK EGF inh 6%[57.5 µM].
Screening CC(C(=O)Nc1ccc2c(c1)OCO2)N1CCN(C)CC1 (stereo not drawn) returned ERK EGF inh 5%[57.5 µM].
